MrgX1 allo act: allosterically activates human MrgX1 receptor signaling; B-score at 10 µM; AID 588675; hit rate 0.63% among 310,000; MrgX1-HEK293, Fluo-4 calcium flux, FDSS; active compounds read high;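 active = plate-corrected calcium response at least 3 library SD above typical, normal starting fluorescence, not activating the receptor alone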;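 also: compound read alongside a low EC10 to EC30 dose of BAM8-22 agonist; peak minus trough fluorescence over baseline measured at the second addition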
Target sequence (Q96LB2 whole entry, looked up): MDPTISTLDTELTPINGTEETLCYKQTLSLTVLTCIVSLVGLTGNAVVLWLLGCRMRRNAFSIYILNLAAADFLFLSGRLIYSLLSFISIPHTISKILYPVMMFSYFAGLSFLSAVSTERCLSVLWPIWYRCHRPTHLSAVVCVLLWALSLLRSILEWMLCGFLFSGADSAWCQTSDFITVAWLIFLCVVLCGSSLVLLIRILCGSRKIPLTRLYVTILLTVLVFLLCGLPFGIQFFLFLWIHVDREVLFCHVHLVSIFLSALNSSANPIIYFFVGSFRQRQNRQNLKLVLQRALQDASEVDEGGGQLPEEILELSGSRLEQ
KCNQ1 act: potentiates or activates the human KCNQ1 potassium channel; hit rate 0.35% among 310,000; CHO-K1 KCNQ1, thallium flux FluxOR fluorescence; active compounds read high; AID 2648; P51787; B-score at 10 µM;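 active = fluorescence ratio B-score, a plate-corrected score, at least three library SD, with initial intensity B-score within 5 SD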
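Assay system: CHO-K1 cells stably expressing KCNQ1. Medium: assay buffer for compound exposure, DMSO matched across wells. Timing: 37 °C overnight plating, 90-min dark dye load, 20-min compound pretreatment. Signal: kinetic FluxOR fluorescence, 10 s baseline plus 110 s post-stimulus.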
KCNK3 block: human KCNK3 channel inhibition, primary screen; CHO-KCNK3 thallium flux, FluxOR fluorescence; active compounds read low; B-score at 10 µM; hit rate 0.84% among 340,000; AID 602410; O14649;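 active = B-score under library mean minus 4 SD, starting fluorescence ratio at most library mean plus 5 SD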;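 also: more negative B-score means stronger inhibition of thallium flux through KCNK3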
Target sequence (O14649 whole entry, looked up): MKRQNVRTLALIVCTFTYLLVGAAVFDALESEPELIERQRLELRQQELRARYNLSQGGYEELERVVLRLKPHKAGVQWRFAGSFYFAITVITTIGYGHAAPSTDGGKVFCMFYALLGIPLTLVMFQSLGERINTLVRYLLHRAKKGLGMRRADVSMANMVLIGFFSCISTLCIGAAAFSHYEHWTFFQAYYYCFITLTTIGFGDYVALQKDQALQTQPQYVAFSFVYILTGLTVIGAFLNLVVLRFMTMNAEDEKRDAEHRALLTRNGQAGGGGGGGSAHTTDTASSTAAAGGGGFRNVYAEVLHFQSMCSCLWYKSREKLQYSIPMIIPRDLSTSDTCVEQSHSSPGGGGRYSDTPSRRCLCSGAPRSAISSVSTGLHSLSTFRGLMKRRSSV
KCNK9 inh: inhibitors of human KCNK9 two-pore domain potassium channel | Q9NPC2 | B-score at 10 µM | HEK293 KCNK9, FluxOR thallium flux fluorescence; active compounds read low | AID 488922 | hit rate 1.2% among 310,000;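 active = ratio B-score over 3 SD below the library mean, with starting fluorescence within 5 SD of its mean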;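 also: negative B-score means less thallium flux so channel inhibition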
MrgX1 ag: activates human MrgX1 receptor signaling. Q96LB2. B-score at 10 µM. hit rate 0.44% among 310,000. MrgX1-HEK293 cells, Fluo-4 calcium fluorescence, agonist mode; active compounds read high;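 active = calcium response B-score plate-corrected fluorescence ratio at least 3 library SD, with starting fluorescence B-score inside 5 SD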
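Test system: Stable human MrgX1 HEK293 cell line | Schedule: Overnight plating before 1 h dye loading | Read-out basis: Baseline-normalised fluorescence change ratio, B-scored | Detection: Kinetic calcium dye fluorescence, Fluo-4 NW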
ANO1 activ: activators or potentiators of mouse TMEM16A chloride channel; Q8BHY3; HEK293 TMEM16A/YFP-H148Q/I152L, iodide quench fluorescence; active compounds read low; hit rate 0.3% among 340,000; B-score at 10 µM;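 active = fluorescence-ratio B-score plate-corrected deviation score at least 3 library SD below zero, with starting fluorescence score within 5 deviations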;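 also: channel opened by trigger with iodide after compound preincubation; score built on the fluorescence ratio of max minus min over baseline; more negative score means more quench and so TMEM16A activation or potentiation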
ANO1 block: inhibitors of mouse TMEM16A calcium-activated chloride channel; Q8BHY3; HEK293 TMEM16A/YFP iodide influx fluorescence, ionomycin; normalized B-score (activity score, 25-100; higher = stronger inhibition) at 10 µM; hit rate 1.2% among 310,000; AID 588511;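 active = ratio plate-corrected score three or more library SD toward inhibition, starting fluorescence score within five deviations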;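 also: score derived from kinetic fluorescence span divided by baseline fluorescence per well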
RGS4 inh: inhibitors of human RGS4; P49798; HEK293 M3R/RGS4 inducible, Fluo-4 calcium flux; active compounds read high; triggered by carbachol at its EC20; B-score at 10 µM; hit rate 0.45% among 310,000; AID 463165;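 active = B-score, a plate-corrected calcium signal, over three deviations above library mean, with baseline fluorescence within five deviations of library mean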;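 also: RGS4 expression induced by doxycycline in cells with stable M3 receptor; B-score is computed from the integrated fluorescence ratio over baseline after carbachol; higher B-score means a larger calcium signal and so more RGS4 inhibition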
Target sequence (P49798 whole entry, looked up): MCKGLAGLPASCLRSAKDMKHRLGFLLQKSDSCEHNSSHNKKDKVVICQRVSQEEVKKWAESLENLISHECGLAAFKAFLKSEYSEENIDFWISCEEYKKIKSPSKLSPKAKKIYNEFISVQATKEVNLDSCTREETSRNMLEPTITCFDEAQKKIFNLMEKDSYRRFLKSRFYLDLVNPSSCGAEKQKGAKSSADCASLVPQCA
KCNQ1 block: human KCNQ1 channel inhibition. CHO-K1 KCNQ1, FluxOR thallium flux fluorescence; active compounds read high. B-score at 10 µM. P51787. hit rate 1.3% among 310,000. AID 2642;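 active = compounds whose thallium flux B-score, printed positive for inhibition, exceeds three library SD while starting fluorescence stays within three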;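 also: channel opened by potassium depolarization with thallium stimulus after 20 min compound exposure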
RGS4 pot: potentiators or activators of RGS4 | HEK293 M3R/inducible RGS4, carbachol calcium flux Fluo4; active compounds read low | B-score at 10 µM | hit rate 0.92% among 310,000 | AID 463111;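 active = B-score of the integrated calcium signal more than 4 SD below the library mean, with starting fluorescence not abnormally high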;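 also: negative B-score means reduced calcium response which marks RGS4 activation or potentiation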
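System – HEK293 FlpIn-TREx cells, stable M3R, doxycycline-inducible RGS4 · Reagent – ECmax carbachol challenge · Times – compound preincubation 20 min at room temperature before agonist · Technique – Fluo4 fluorescence kinetic imaging of calcium · Measure – B score of integrated Fluo4 ratio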
hERG rescue: compounds protecting human hERG from proarrhythmic drug block; hit rate 0.51% among 310,000; activation (rescue from dofetilide block), less the hit threshold, % at 10 µM; Q12809; CHO-hERG, FluxOR thallium flux, dofetilide IC70 present;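 active = activation above the mean of controls blocked by dofetilide plus 5 SD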;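 also: thallium influx through hERG after potassium depolarization seen as dye fluorescence rise; in these data hits start at about 4.7%; inactives centre near -7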
* hit, by the source's call; i = inactive; . = not tested or not shown.

structure | KCNK3 block | ANO1 activ | RGS4 pot | KCNQ1 act | hERG rescue | ANO1 block | KCNK9 inh | RGS4 inh | MrgX1 allo act | MrgX1 ag | KCNQ1 block
COc1ccccc1CNc1cc(C)ccc1C | i | i | i | i | 0 | i | i | i | i | i | i
O=C(CN1CCN(c2ccccn2)CC1)Nc1ccc(Oc2ccccc2)cc1 | i | i | i | i | -7 | i | i | i | i | i | i
O=C(NCCc1ccc(Cl)cc1Cl)c1cncc(Br)c1 | i | i | i | i | -5 | i | i | i | i | i | i
CCN(CC(=O)Nc1ccccc1C(F)(F)F)C(=O)c1cc2c(s1)CCCCC2 | i | i | i | i | -14 | i | i | i | i | i | i
COc1cc(/C(C)=N\NC(N)=S)cc(OC)c1OC | i | i | i | i | -9 | i | i | i | i | i | i
Cn1nc(C(=O)Nc2cccc(C(F)(F)F)c2)c2ccccc2c1=O | i | i | i | i | -4 | i | i | i | i | i | i
COc1ccc(-n2nc3c(N4CCC(C(=O)N5CCCCCC5)CC4)nnc(C)c3c2C)cc1 | i | i | i | i | -12 | i | i | i | i | i | i
O=S(=O)(NCc1cc(-c2ccccc2)no1)c1ccccc1Cl | i | i | i | i | -11 | i | i | i | i | i | i
O=C(CSc1nc(-c2ccco2)cc(C(F)(F)F)n1)NC1CCCCCCC1 | i | i | i | i | -7 | i | i | i | i | i | i
COc1ccc(CN2CCNC(=O)C2CC(=O)N(C)CC2CCOCC2)c(F)c1 (stereo not drawn) | i | i | i | i | -7 | i | i | i | i | i | i
CC[N+](CC)(CC)CC(=O)Nc1ccc(SC(F)F)cc1 | i | i | i | i | -6 | i | i | i | i | i | i
Cc1cccc(OCCNc2cc(N3CCN(CCO)CC3)ccc2[N+](=O)[O-])c1 | i | i | i | i | -13 | i | i | i | i | i | i
O=C(O)CSc1nnc(C2COc3ccccc3O2)n1-c1ccccc1 (stereo not drawn) | i | i | i | i | -17 | i | i | i | i | i | i
Cc1cc(C(=O)OCC(=O)NCc2ccc(Cl)cc2)c(C)o1 | i | i | i | i | 0 | i | i | i | i | i | i
NC(=O)C(c1ccccc1)C1CCCCC1 (stereo not drawn) | i | i | i | i | -7 | i | i | i | i | i | i
CCn1c(=O)cc(OCC(=O)O)c2ccccc21 | i | i | i | i | -2 | i | i | i | i | i | i
O=C(O)CCCCCN1C(=O)C(O)=C(C(=O)/C=C/c2ccccc2)C1c1ccccc1[N+](=O)[O-] (stereo not drawn) | i | i | i | i | -4 | i | i | i | i | i | i
Cc1ccc(C(=O)NCC(=O)NCC(=O)OCc2ccc(Cl)cc2)cc1 | i | i | i | i | -7 | i | i | i | i | i | i
CCN=C1SC(CC(=O)NC(C)c2ccccc2)C(=O)N1CC (stereo not drawn) | i | i | i | i | -4 | i | i | i | i | i | i
COc1ccc(C2c3ccc(O)cc3Oc3ncn(CCCO)c(=N)c32)cc1OC (stereo not drawn) | i | i | i | i | -9 | i | i | i | i | i | i
COc1ccccc1CNC(=O)C(=O)NCC(c1ccco1)N1CCOCC1 (stereo not drawn) | i | i | i | i | -3 | i | i | i | i | i | i
Cc1nc2ccc(NC(=O)COc3cccc(F)c3)cc2s1 | i | i | i | i | -15 | i | i | i | i | i | i
Cc1ccc(-c2c(C(=O)O)c(C(=O)O)c3n2CSC3)cc1 | i | i | i | i | -7 | i | i | i | i | i | i
Oc1ccccc1N1CCN(C(c2ccccc2)c2ccccc2)CC1 | i | i | i | i | -9 | i | i | i | i | i | i
c1csc(C2C3=C(Nc4ncnn42)c2ccccc2OC3)c1 (stereo not drawn) | i | i | i | i | -6 | i | i | i | i | 31* | i
O=C(CCNS(=O)(=O)c1ccccc1F)N1CCN(Cc2ccccc2)CC1 | i | i | i | i | -16 | i | i | i | i | i | i
O=c1cc(-c2ccc(O)cc2)oc2c(C3O[C@H](CO)[C@@H](O)[C@H](O)[C@H]3O)c(O)cc(O)c12 (stereo partly drawn) | i | i | . | . | . | i | . | . | i | i | .
CC1(C)C2CC=C(/C=N/NC(=O)c3ccc(Cl)cc3)C1C2 (stereo not drawn) | i | i | i | i | -5 | i | i | i | i | i | i
CCN(CC)C(=O)c1sc2c(c1C)c(=O)n(-c1ccc(OC)cc1OC)c(=O)n2CC(=O)c1ccccc1 | i | i | i | i | -11 | i | i | i | i | i | i
CCC(=O)Nc1nc(-c2cc([N+](=O)[O-])cs2)cs1 | i | i | i | i | -19 | i | i | i | i | i | i
C=CCOC(=O)/C=C/C(=O)NC(N)=O | i | i | i | i | -13 | i | i | i | i | i | i
CCN(CC)S(=O)(=O)c1ccc(NC2=NS(=O)(=O)c3ccccc32)cc1 | i | i | i | i | -4 | i | i | i | i | i | i
C[n+]1ccccc1COc1ccc(C(C)(C)C)cc1 | i | i | i | i | 1 | i | i | i | i | i | i
O=[N+]([O-])c1ccc2[nH]c(O)c(N=NC3CS(=O)(=O)CC3O)c2c1 (stereo not drawn) | i | i | i | i | -9 | i | i | i | i | i | i
CCOC(=O)c1oc2ccc(S(=O)(=O)N3CCC(C)CC3)cc2c1C | i | i | i | i | -12 | i | i | i | i | i | i
CC1CCN(CC(=O)Nc2ccccc2-c2ccccc2)CC1 | i | i | -9.1* | i | -1 | i | i | i | i | i | i
O=S1(=O)CCC(SCc2nc3sccn3c2Br)C1 (stereo not drawn) | i | i | i | i | -8 | i | i | i | i | i | i
OC(c1ccc(OCc2ccccc2)cc1)c1nnc(-c2ccccc2)o1 (stereo not drawn) | i | i | i | i | -1 | i | i | i | i | i | i
N#Cc1c(N2CCN(C(=O)c3ccccc3Cl)CC2)nc(-c2ccccc2)c2c1CCCC2 | i | i | i | i | -11 | i | i | i | i | i | 8*
CCCCn1c(N)c(NCC(C)C)c(=O)[nH]c1=O | i | i | i | i | -4 | i | i | i | i | i | i
COc1ccc(-c2nnc(SC)nc2-c2ccc(OC)c([N+](=O)[O-])c2)cc1[N+](=O)[O-] | i | i | i | i | -9 | i | i | i | i | i | i
Nc1cccc2c1C(=O)N(CC(=O)NC13CC4CC(CC(C4)C1)C3)C2=O | i | i | i | i | -3 | i | i | i | i | i | i
O=C(O)CSc1c(-c2ccccc2)c2cc(Cl)ccc2[nH]c1=O | i | i | i | i | -6 | i | i | i | i | i | i
CC(=O)c1cccc(NC(=S)NC(=O)c2ccc(Br)cc2)c1 | i | i | i | i | -7 | i | i | i | i | i | i
COc1ccccc1CN1CC(C(=O)NCc2ccc(C)c(F)c2)CCC1=O (stereo not drawn) | i | i | i | i | -7 | i | i | i | i | i | i
CC(=O)/C(N=Nc1ccc(-n2ccc(C(F)(F)F)n2)cc1)=C(\C)O | i | i | i | i | -7 | i | i | i | i | i | i
CCc1nnc(NC(=O)CSc2nc3ccc(OC)cc3[nH]2)s1 | i | i | i | i | -10 | i | i | i | i | i | i
COc1ccc(OC)c(S(=O)(=O)N2CCC3(CC2)OCCN3S(=O)(=O)c2cccs2)c1 | i | i | -7.5* | i | -8 | i | i | i | i | i | i
O=C(CCNC(=O)C1CCN(S(=O)(=O)c2ccc(F)cc2)CC1)NCc1ccncc1 | i | i | i | i | -1 | i | i | i | i | i | i
O=C(Nc1cccc([N+](=O)[O-])c1)C12CC3CC(C1)CC(n1cnc([N+](=O)[O-])n1)(C3)C2 | i | i | i | i | -8 | i | i | i | i | i | i
COc1ccc(-n2nc(C(=O)NCC(=O)Nc3cc(C)ccc3OC)c3ccccc3c2=O)c(OC)c1 | i | i | i | i | -5 | i | i | i | i | i | i
Cc1c(C(=O)c2ccccc2)c(=O)n(C)c(=O)n1C | i | i | i | i | -4 | i | i | i | i | i | i
COc1ccc2c(C#N)c3ccccn3c2c1 | i | i | i | i | -14 | i | i | i | i | i | i
Cc1ccc(NC(=O)c2cc(NC(=O)c3ccccc3C(=O)O)ccc2N2CCCCC2)cc1 | i | i | i | i | -19 | i | i | i | i | i | i
COc1cccc(OC)c1OCCN1CCCC1 | i | i | i | i | 0 | i | i | i | i | i | i
Cc1cc(S(=O)(=O)NCc2ccc(S(N)(=O)=O)cc2)c(C)s1 | i | i | i | i | -8 | i | i | i | i | i | i
CCN(CC)CCNc1nc(-n2nc(C)cc2C)nc2sc3c(c12)CC(C)(C)OC3 | i | i | i | i | -9 | i | i | i | i | i | i
O=C(NCC1CCCO1)c1cc2c(s1)CCC2 (stereo not drawn) | i | i | i | i | -9 | i | i | i | i | i | i
CC(=O)N1CCN(CC(=O)Nc2ccccc2C(=O)NCc2ccc(C)cc2)CC1 | i | i | i | i | -10 | i | i | i | i | i | i
COc1ccc(NC(=O)CSc2nnc(C(C)C)n2N)cc1 | i | i | i | i | -10 | i | i | i | i | i | i

Next structures.
structure | KCNK3 block | ANO1 activ | RGS4 pot | KCNQ1 act | hERG rescue | ANO1 block | KCNK9 inh | RGS4 inh | MrgX1 allo act | MrgX1 ag | KCNQ1 block
CCOC(=O)c1c(NC(=O)CN2CCOCC2)sc(C(=O)NC)c1C | i | i | i | i | -14 | i | i | i | i | i | i
O=C(CN1C(=O)c2cccc3cccc(c23)C1=O)N1CCCCC1 | i | i | i | i | -5 | i | i | i | i | i | i
COC(=O)c1ccc2c(=O)n(NC(C)=O)c(=S)[nH]c2c1 | i | i | i | i | -8 | i | i | i | i | i | i
Cc1ccc(-n2ncc3c2CCCC3NC(=O)CSc2ccccn2)cc1C (stereo not drawn) | i | i | i | i | -15 | i | i | i | i | i | i
CCn1c(-c2ccccc2)csc1=Nc1ccc(O)cc1 | i | i | i | i | -19 | i | i | i | i | i | i
Cc1cc(C)nc(SCc2nc(N)nc(-c3ccccc3O)n2)n1 | i | i | i | i | -13 | i | i | i | i | i | i
O=[N+]([O-])c1c(NCCO)cc(N2CCN(Cc3ccc4c(c3)OCO4)CC2)c2nonc12 | i | i | i | i | -6 | i | i | i | i | i | i
C=CCn1cnc2scc(-c3ccc(C)c(C)c3)c2c1=O | i | i | i | i | -4 | i | i | i | i | i | i

Screening data deposited in PubChem BioAssay by Johns Hopkins Ion Channel Center.
